Cardio protect – myocardial damage modulation in H9c2 cells. H9c2 cardiomyocytes, H2O2 injury protection, ATPLite, 2 h. protection from H2O2 cell death, % at 20 µM. actives 0.63% (n = 360,000). AID 588492;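 active = compounds giving at least 50% protection of heart cells from peroxide-induced death in the single-dose screen, raw or plate-pattern-corrected value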;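 also: 0% = DMSO wells with peroxide and 100% = DMSO wells without peroxide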
m5-HT2A agonist – activates the mouse 5-HT2A serotonin receptor. AID 624169. actives 0.66% (n = 360,000). CHO-K1 mHTR2A beta-arrestin complementation, luminescence; percent of 30 µM serotonin response. activation, % at 7.6 µM;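 active = activation above a run cutoff, the mean activation of all tested compounds plus 3 SD, cut at about 14% in these data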;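 also: 0% = plate median of compound wells and 100% = 30 µM serotonin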
Target sequence (P35363 whole entry, looked up): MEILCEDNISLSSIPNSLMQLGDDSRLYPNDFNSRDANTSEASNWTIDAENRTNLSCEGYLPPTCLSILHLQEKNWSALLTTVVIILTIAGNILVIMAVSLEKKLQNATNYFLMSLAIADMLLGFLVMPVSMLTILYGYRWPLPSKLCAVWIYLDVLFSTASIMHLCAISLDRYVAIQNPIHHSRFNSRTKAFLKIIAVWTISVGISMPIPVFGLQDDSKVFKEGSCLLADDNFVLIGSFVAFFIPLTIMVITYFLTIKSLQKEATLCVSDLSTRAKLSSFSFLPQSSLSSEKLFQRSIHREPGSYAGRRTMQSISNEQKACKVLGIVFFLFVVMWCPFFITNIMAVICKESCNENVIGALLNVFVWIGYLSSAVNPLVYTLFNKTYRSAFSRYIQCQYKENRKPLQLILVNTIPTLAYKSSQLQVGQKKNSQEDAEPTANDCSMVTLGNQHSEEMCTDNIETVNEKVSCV
MC4R antagonist – blocks human MC4R cAMP signaling; inhibition, % at 6.5 µM; AID 540295; P32245; actives 0.48% (n = 360,000); MC4R-expressing cells, MTII-stimulated cAMP, LANCE TR-FRET;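 active = inhibition above its plate's cutoff, the mean of tested wells on that plate plus 3 SD, cut at about 29% in these data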;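 also: 0% = Melanotan II alone and 100% = Melanotan II plus saturating MCL0020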
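System: U2OS cells stably expressing human melanocortin 4 receptor (MC4R). Reagent: Melanotan II challenge after compound preincubation. Doses: 6.5 µM. Times: 30-min compound, 1-h challenge, 1-h detection, room temperature. Measured by: TR-FRET with Eu-cAMP and labeled anti-cAMP, 671 nm. Replicates: singlicate.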
MC4R barr agon – activates human MC4R beta-arrestin recruitment | U2OS MC4R beta-arrestin complementation, luminescence; percent of melanotan II response, DMSO zero | activation, % at 8.9 µM | actives 0.98% (n = 360,000) | AID 540308;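 active = activation above a per-plate cutoff, the mean activation of sample wells on that plate plus 3 SD, cut at about 8% in these data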
PDI turbidity – PDI (human) enzyme inhibition | P07237 | PDI insulin aggregation turbidity, A650, 90 min | inhibition, % at 10 µM | actives 0.052% (n = 350,000);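 active = mean inhibition across replicates of 30% or more, whatever share of single replicates reach that level; inconclusive = mean inhibition below 30% while every single replicate reaches 30%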;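 also: absorbance from insulin aggregation driven by PDI reduction with DTT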
Target sequence (P07237 whole entry, looked up): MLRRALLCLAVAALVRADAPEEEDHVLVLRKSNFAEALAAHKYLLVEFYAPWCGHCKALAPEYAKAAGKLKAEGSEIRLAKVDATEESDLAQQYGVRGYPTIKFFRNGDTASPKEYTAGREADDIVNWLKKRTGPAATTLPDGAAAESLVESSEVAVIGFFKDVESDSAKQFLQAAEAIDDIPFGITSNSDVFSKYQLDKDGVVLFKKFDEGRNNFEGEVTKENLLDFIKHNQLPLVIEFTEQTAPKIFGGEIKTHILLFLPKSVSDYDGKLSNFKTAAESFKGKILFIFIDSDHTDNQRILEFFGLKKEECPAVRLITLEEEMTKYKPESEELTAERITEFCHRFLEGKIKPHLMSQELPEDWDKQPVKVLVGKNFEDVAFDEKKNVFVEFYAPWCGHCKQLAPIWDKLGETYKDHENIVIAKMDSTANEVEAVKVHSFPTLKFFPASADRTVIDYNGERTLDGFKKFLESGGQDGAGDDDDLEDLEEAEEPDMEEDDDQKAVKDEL
Granule exo inh – lytic granule exocytosis inhibition; actives 0.66% (n = 360,000); TALL-104 LAMP-1 surface exposure, flow cytometry; cells stimulated with thapsigargin and PMA; inhibition, % at 10 µM; AID 651702;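 active = inhibition above about 55%, limit read from the data; inconclusive = no clear call, values can overlap the other calls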
CaV13 ICDI inh – Disruptors of the CACNA1D IQ motif to Ca2+-dependent inactivation inhibitor domain association, primary screening, Förster resonance energy transfer in intact living …. HEK cells, CFP/YFP FRET ICDI-IQ, plate reader, 10 min; percent FRET-ratio fall versus neutral wells. inhibition, % at 12.3 µM. actives 0.098% (n = 340,000);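 active = mean replicate inhibition of at least 30% and at least 1% of replicates passing that level; inconclusive = only one of the two criteria is met; inactive = neither criterion is met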;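 also: 0% = median of the neutral control wells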
Glyco luc inh – blocks N-linked glycosylation in D54 reporter cells. D54 ERlucT glycosylation luciferase reporter, 24 h; percent of 100 nM tunicamycin response. reporter increase, % at 12.5 µM. actives 0.23% (n = 360,000);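 active = mean luciferase reporter signal, scaled so untreated is 0 and the glycosylation-blocking control 100, at or above a set limit in every replicate; inconclusive = mean reaches the limit but not every replicate does; inactive = mean below the limit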;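 also: luciferase carries N-glycosylation sites so blocking glycosylation raises the light; 0% = median of neutral control wells and 100% = median of 100 nM tunicamycin wells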
ABHD5 PLIN5 PPI – ABHD5-PLIN5 protein interaction inhibition; AID 602281; Split G. princeps luciferase complementation, luminescence, 4 h; Q00G26+Q8WTS1; inhibition, % at 4 µM; actives 0.78% (n = 360,000);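 active = inhibition above the mean inhibition across every tested compound plus 3 SD, cut at about 22% in these data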;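 also: 0% = DMSO only wells and the 100% control is not disclosed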
ABCB6 inh 2 – human ABCB6 transporter inhibition; Q9NP58; K562-ABCB6 porphyrin accumulation, flow cytometry, 1 h; stronger effect = lower value; fluorescence ratio to DMSO, % at 10 µM; actives 0.19% (n = 360,000); AID 602162;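 active = fluorescence ratio to DMSO below 75%, the collection mean minus 3 SD; inconclusive = too few cells collected in the well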;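 also: signal is porphyrin accumulated inside mitochondria; 100% equals median channel fluorescence of DMSO control wells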
Active calls of the source: *; ? = inconclusive; · = not tested or not shown.

SMILES | Cardio protect | m5-HT2A agonist | MC4R antagonist | MC4R barr agon | PDI turbidity | Granule exo inh | CaV13 ICDI inh | Glyco luc inh | ABHD5 PLIN5 PPI | ABCB6 inh 2
COc1ccc(C(=O)Nc2cc3c(cc2C#N)OCO3)cc1S(=O)(=O)N1CCN(C)CC1 | 12 | 1 | 7 | -0.2 | · | 10 | 5 | -4 | 10 | 103
Cc1nn(-c2ccccc2)c2c1C1(C(=O)N(C)c3ccccc31)N(c1ccccc1)C(=O)N2 (stereo unspecified) | 7 | 4 | 7 | 0.2 | 0 | -1 | -1 | 0 | -2 | 90
CN(C)CCn1c2c(c(SCC(=O)N3CCc4ccccc43)nc1=O)CCCC2 | 6 | -2 | 12 | -3.8 | 4 | -14 | -2 | -1 | 2 | 101
CCOC(=O)c1ccc(N=Cc2c(O)c3ccccc3oc2=O)cc1 | 3 | -6 | 1 | -3.2 | 1 | 6 | -17 | 2 | -8 | 77
Cc1cc(C)c2cc(C#N)c(NCCNC(=O)c3cccnc3)nc2c1 | · | 6 | · | · | · | -3 | -15 | · | 9 | ·
CSc1nc2nc(C)cc(-c3ccccc3)n2n1 | -2 | -8 | 4 | -0.7 | 3 | 1 | · | 0 | 4 | ·
CCc1nnc(NC(=O)c2ccc(S(=O)(=O)NCC(C)C)cc2)s1 | -3 | 0 | -1 | -3.9 | -5 | -2 | -7 | -2 | 1 | 98
CCOC(=O)Nc1ccc2c(c1)nc1n2CCN(CCOC)C1 | -1 | 1 | -4 | -2.2 | -16 | 0 | -5 | 1 | 1 | 98
CC1=C(C(=O)N2CCCCCC2)CC(CC(=O)NCCCN(C)C)C(=O)N1Cc1ccccc1 (stereo unspecified) | 5 | -1 | · | · | · | -1 | -4 | 1 | 5 | 100
COc1ccc(CNC(=O)Nc2nc(C(N)c3ccccc3)cs2)cc1 (stereo unspecified) | 24 | -3 | 7 | 0.1 | -2 | 1 | -5 | -7 | -7 | 101
CCOC(=O)c1[nH]c(=O)[nH]c1CSc1nc(C)cc(C)n1 | -1 | 2 | 10 | 1.1 | -2 | -3 | · | 2 | 3 | 105
Cn1c(Oc2cccnc2CN2CCCC2)nc2cc(-c3cccc(C(F)(F)F)c3)sc2c1=O | 25 | -2 | 17 | 0.6 | -3 | ? | -10 | 4 | -4 | 101
Cc1ccc2cc(CN(C(=O)c3ccco3)c3ccccc3C)c(=O)[nH]c2c1 | -8 | -3 | 2 | -0.1 | -12 | -4 | · | -3 | 12 | 105
CCN(CC(=O)Nc1cccc(C(C)=O)c1)S(=O)(=O)c1ccc(OC)cc1 | 5 | -3 | 18 | -0.8 | -7 | -2 | · | -1 | 4 | 97
CC(=O)Nc1nonc1-n1nnc(C(=O)NCc2ccccc2)c1C | 0 | -4 | -1 | 0.2 | -6 | -5 | -6 | 3 | 4 | 97
O=C(NNC(=O)c1cc(-c2ccccc2)nc2ccccc12)Nc1cccc(Cl)c1 | 23 | -3 | 8 | 1.0 | 12 | 16 | · | 0 | -1 | 100
COc1cc(C(=S)N2CCN(C)CC2)ccc1OCC(=O)NCc1ccccc1 | 3 | 1 | 6 | -2.0 | -3 | 3 | -4 | 0 | -2 | 96
CCN1CCN(C(=O)c2ccc(C(F)(F)F)cc2)CC1 | 6 | 11 | 2 | -0.8 | 0 | 4 | 7 | 2 | -1 | 96
Fc1ccc(NC(=S)NCc2cccs2)cc1 | -4 | 1 | -1 | 2.2 | -13 | 6 | -7 | -2 | 4 | 97
CC(C)NS(=O)(=O)c1ccc(OCC(=O)Nc2ccccc2F)cc1 | 4 | 2 | 6 | -1.0 | -3 | 1 | -8 | 0 | -1 | 92
Cc1cccc(/C=C2\Sc3ccc(C(=O)N4CCOCC4)cc3N(C)C2=O)c1 | 5 | -5 | 14 | 2.4 | 3 | -2 | -2 | -2 | -5 | 95
CCCN(CCC)CCCNS(=O)(=O)c1ccc2c(c1)oc(=O)n2C | -6 | 3 | 6 | 0.8 | 0 | -2 | -5 | 8 | -5 | 100
CC(C)[C@H](N)c1nnc(SCC(=O)c2ccc(Cl)cc2)o1 | -2 | -1 | -1 | -1.5 | 1 | 5 | -6 | 1 | -8 | 100
Cc1nn(CC(C)C)c(=S)[nH]c1=O | 5 | -3 | 4 | 1.9 | 4 | 4 | -5 | 1 | 4 | 98
COc1cc(C(=O)N2CCC(n3c(C)nc4cc(F)ccc43)CC2)cc(OC)c1OC | -2 | 3 | -2 | -2.3 | -1 | -3 | -4 | 3 | -4 | 90
Cc1cc(C)c2c(n1)nn1c(NCCCN3CCOCC3)cc(C)nc21 | 3 | 12 | -3 | 2.2 | 4 | 1 | · | 2 | 0 | 98
Cc1ccc(S(=O)(=O)NC(=O)N(CCC#N)Cc2ccccc2)cc1 | -2 | -2 | -8 | -1.1 | -2 | 2 | -12 | 0 | 3 | 96
Cc1ccc(-c2cc(C(=O)NCc3cccnc3)no2)cc1 | -9 | 5 | 1 | -1.7 | -5 | -1 | -4 | -2 | -3 | 89
CC(=O)OCC1OC(n2ccc3ccccc32)C(OC(C)=O)C(OC(C)=O)C1OC(C)=O (stereo unspecified) | -8 | 1 | 4 | 1.7 | 1 | 1 | -4 | 1 | -2 | 103
O=C(Nc1cnccn1)Nc1ccc(Cl)cc1Cl | -8 | 1 | -3 | -1.0 | -2 | -4 | -6 | 8 | 7 | 97
N#Cc1c(C(F)(F)F)cc(-c2ccccc2)nc1SCCN1CCOCC1 | 2 | -6 | 16 | 3.9 | -6 | -4 | -10 | -3 | 1 | 107
Clc1ccc(Cc2noc(CN3CCN(c4ccccc4)CC3)n2)c(Cl)c1 | -4 | 1 | 7 | 2.1 | 0 | 4 | -5 | -1 | -5 | 104
CCCc1cc(C(=O)NCc2cccs2)no1 | -7 | 7 | -9 | 0.9 | · | -3 | 7 | -1 | -1 | 98
COc1cccc(/C=C2/SC(=S)N(CC(=O)NNC(=O)c3ccccc3OC)C2=O)c1 | 0 | 3 | 16 | 0.8 | 2 | 19 | -7 | -2 | -1 | 105
COc1ccccc1OCCc1nnc(N)s1 | 1 | -5 | 3 | -2.8 | 2 | -5 | -6 | 2 | -5 | 95
Clc1ccc(-c2noc(CCCOc3ccccc3)n2)cc1 | -17 | 2 | -3 | 1.1 | 1 | 0 | · | 1 | 2 | 98
Cc1c(N=Cc2ccc(O)c(Br)c2)cccc1[N+](=O)[O-] | 0 | -1 | 13 | -1.3 | -2 | 0 | -5 | 3 | 1 | 100
CCOC(=O)C1(Cc2cccc(OC)c2)CCN(Cc2cnc(N)nc2)CC1 | 1 | -3 | 8 | -0.6 | 8 | 0 | -4 | -1 | 1 | 98
COc1cccc(C(=O)N(Cc2cc3cc(C)ccc3[nH]c2=O)CC2CCCO2)c1 (stereo unspecified) | 7 | -2 | 1 | -1.4 | -12 | -7 | -4 | 2 | -2 | 99
CSC1=N/C(=C\c2c(F)cccc2Cl)C(=O)S1 | 8 | 1 | 2 | -1.2 | 10 | -2 | -5 | 2 | 0 | 96
COc1ccc(S(=O)(=O)N2CCOC2CNC(=O)C(=O)NCCN2CCOCC2)cc1OC (stereo unspecified) | -2 | 8 | -2 | -3.4 | 3 | 1 | -5 | 4 | 1 | 96
CC(=O)Nc1cccc(NC(=O)C2CCCN2C(=O)Nc2cccc(F)c2)c1 (stereo unspecified) | -9 | 5 | -3 | 0.8 | 2 | 2 | -2 | 2 | 7 | 87
CCOc1cc(NC(=O)C(C)C)c(OCC)cc1NC(=O)Nc1ccccc1 | 7 | 2 | 4 | 2.6 | 1 | 14 | -5 | -1 | 1 | 108
O=C(Nc1nc(-c2ccccc2)cs1)C1CCCN(S(=O)(=O)c2ccccc2)C1 (stereo unspecified) | -8 | -2 | 21 | -1.1 | -2 | -2 | -6 | -15 | 3 | 93
O=Cc1ccc(C(=O)OCC(=O)NCc2ccco2)cc1 | 7 | -1 | 11 | -1.9 | 21 | 3 | -6 | 1 | -3 | 102
COC(CNC(=O)c1ccc(CS(=O)(=O)c2ccc(C)cc2)o1)OC | 0 | -7 | 10 | 0.6 | 15 | 5 | -4 | 4 | -11 | 116
CC1(C)Cc2ccccc2C(/C(=N/O)C(N)=O)=N1 | -4 | 4 | 12 | 0.1 | 3 | -2 | -5 | 0 | -2 | 102
Cc1sc(NC(=O)CN(Cc2ccccc2)C(=O)C2CC2)c(C(N)=O)c1C | -16 | 6 | -2 | -3.3 | 1 | -6 | -6 | 1 | 2 | 95
Cc1cc(C(=O)COC(=O)Cc2n[nH]c(=O)c3ccccc23)c(C)n1-c1ccc2c(c1)OCO2 | 16 | -8 | 5 | -3.1 | -6 | 0 | -3 | -2 | -1 | 92
O=C(NCCC1CCCCN1S(=O)(=O)c1ccc(F)cc1)C(=O)NC1CCCC1 (stereo unspecified) | -2 | 1 | 9 | -4.3 | -10 | -2 | -5 | -1 | -5 | 86
CCCN1CCN(C(=O)Cn2c(=O)oc3cc(S(=O)(=O)NCc4ccccc4)ccc32)CC1 | 5 | -4 | -2 | 0.8 | 12 | -1 | -6 | -3 | 4 | 98
CCOC(=O)C1CCN(c2ncnc3c2oc2ccc(Br)cc23)CC1 | -19 | 2 | 5 | 3.0 | -1 | -1 | -8 | 3 | -4 | 103
CCCNC(=O)c1ccccc1NC(=O)c1ccc2c(c1)NC(=O)C(C)S2 (stereo unspecified) | 14 | 1 | -14 | -0.5 | 3 | 1 | -7 | ? | -1 | 96
Cc1onc(-c2ccccc2)c1C(=O)OCC(=O)N1CCCCC1 | 2 | 2 | 0 | 1.1 | -5 | 4 | -5 | -1 | 4 | 92
Cn1ncc(Br)c1C(=O)N1CCCCCC1 | 4 | -3 | 9 | -1.2 | -5 | 3 | · | -2 | -3 | 102
CN(C)/C=N/C(=S)Nc1ccc(Br)cc1F | -8 | 0 | 0 | 2.6 | -5 | -1 | · | -1 | 0 | 106

Rewritten as a markdown table: part of the list above.
| structure | Cardio protect | m5-HT2A agonist | MC4R antagonist | MC4R barr agon | PDI turbidity | Granule exo inh | CaV13 ICDI inh | Glyco luc inh | ABHD5 PLIN5 PPI | ABCB6 inh 2 |
| --- | --- | --- | --- | --- | --- | --- | --- | --- | --- | --- |
| CCCN1CCN(C(=O)Cn2c(=O)oc3cc(S(=O)(=O)NCc4ccccc4)ccc32)CC1 | 5 | -4 | -2 | 0.8 | 12 | -1 | -6 | -3 | 4 | 98 |
| CCOC(=O)C1CCN(c2ncnc3c2oc2ccc(Br)cc23)CC1 | -19 | 2 | 5 | 3.0 | -1 | -1 | -8 | 3 | -4 | 103 |

Hits appear at their usual frequency. Share with any hit: about 4.2%.
